# Screening results: PubChem BioAssay, several laboratories
# NALP1 inh = inhibitors of NALP1 inflammasome in yeast | S. cerevisiae NALP1/ASC/caspase-1 growth, X-gal OD620, 72 h | inhibition, % at 10 µM | 0.61% of 280,000 active | AID 2071; in the data active = inhibition mostly above about 24%, no sharp cut-off; inactive = mostly below about 32%; also: some compounds called inactive have numbers as strong as hits
# MEKK3 PB1 HTS = MEKK3-MEK5 PB1 interaction, increase or decrease; 1.4% of 290,000 active; AID 1529; binding response (% of control), % at 10 µM; bead-based flow cytometry, Alexa488-MEK5 binding to MEKK3; actives lie on both sides; 0 = blocked by unlabeled MEK5, 100 = vehicle;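 active = binding response more than 3 SD above or below the average of its plate-row segment, actives on both sides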;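 also: Alexa488 bead fluorescence after subtracting the streptavidin-only scavenger bead signal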
# Target sequence (Q99759 whole entry, looked up): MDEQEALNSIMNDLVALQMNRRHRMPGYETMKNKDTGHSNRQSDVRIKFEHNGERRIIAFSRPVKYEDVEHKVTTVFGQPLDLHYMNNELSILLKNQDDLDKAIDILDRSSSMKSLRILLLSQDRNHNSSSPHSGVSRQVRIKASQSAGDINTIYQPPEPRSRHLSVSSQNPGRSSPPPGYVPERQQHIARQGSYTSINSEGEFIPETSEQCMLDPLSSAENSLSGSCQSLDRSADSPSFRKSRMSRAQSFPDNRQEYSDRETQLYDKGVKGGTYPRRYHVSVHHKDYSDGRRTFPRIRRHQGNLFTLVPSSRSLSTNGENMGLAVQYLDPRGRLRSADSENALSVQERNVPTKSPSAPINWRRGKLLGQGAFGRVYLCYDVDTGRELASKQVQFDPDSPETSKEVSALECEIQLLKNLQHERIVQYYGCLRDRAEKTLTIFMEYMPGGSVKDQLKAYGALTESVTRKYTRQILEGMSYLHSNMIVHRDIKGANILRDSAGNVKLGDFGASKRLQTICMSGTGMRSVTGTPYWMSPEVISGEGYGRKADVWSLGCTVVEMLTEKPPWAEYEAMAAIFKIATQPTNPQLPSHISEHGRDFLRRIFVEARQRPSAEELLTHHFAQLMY
# GPR7 antag = blocks human GPR7 receptor signaling. P48145. GPR7-expressing cells, fluorescence antagonist assay. inhibition, % at 4.4 µM. 1.1% of 290,000 active. AID 1861; in the data active = inhibition above about 16%, passing the limit was not always enough;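 also: cells stimulated with the agonist NPW; 0% = agonist with vehicle and 100% = vehicle without agonist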
# MEKK2wt PB1 HTS = raises or lowers MEK5 binding to wildtype human MEKK2 PB1 domain. bead flow cytometry, Alexa488-MEK5 binding to MEKK2 WT; actives lie on both sides. binding response (% of control), % at 10 µM. 1.1% of 290,000 active; in the data active = binding response below about 67% or above about 130%
# MEKK2 mut-MEK5 = signal of MEK5 binding to mutant human MEKK2 PB1 domain. 0.35% of 290,000 active. bead flow cytometry, Alexa488-MEK5 binding to MEKK2 mutant. percent response, % at 10 µM; in the data active = percent response above about 24%, passing the limit was not always enough; also: inactives centre near 1; some results filed as inactive read as strong as hits; reference of the scale not given here
# V1R ag counter = V1a receptor agonism, counter-screen for OXTR agonists. P37288. CHO-V1R cells, Fluo-8 calcium fluorescence, agonist mode; 0% DMSO, 100% 3 nM vasopressin. activation, % at 3 µM. 0.25% of 320,000 active;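 active = activation above the mean activation of all tested compounds plus 3 SD, per screening run, cut at about 20% in these data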;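 also: signal is peak over basal fluorescence ratio across a 100 second FLIPR read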
# PHOSPHO1 inh = blocks human PHOSPHO1 phosphatase activity; Q8TCT1; recombinant PHOSPHO1, absorbance phosphatase assay; inhibition, % at 13.3 µM; 1.1% of 290,000 active; AID 1565; in the data active = inhibition above about 60%
# GalR3 antag = antagonists of human GalR3; O60755; HEK293 GalR3-CNG cAMP membrane potential fluorescence; galR3 body fused to GalR1 C-terminus; inhibition, % at 3 µM; 0.44% of 360,000 active; AID 651719;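 active = inhibition above the screen-wide average plus 3 SD, cut at about 13% in these data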;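 also: forskolin and galanin both at EC90 stimulate the cells; cAMP rise reported by CNG channel membrane potential dye signal; 0% = forskolin plus galanin with DMSO and 100% = forskolin alone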
# Target sequence (O60755 1-299 limits assumed): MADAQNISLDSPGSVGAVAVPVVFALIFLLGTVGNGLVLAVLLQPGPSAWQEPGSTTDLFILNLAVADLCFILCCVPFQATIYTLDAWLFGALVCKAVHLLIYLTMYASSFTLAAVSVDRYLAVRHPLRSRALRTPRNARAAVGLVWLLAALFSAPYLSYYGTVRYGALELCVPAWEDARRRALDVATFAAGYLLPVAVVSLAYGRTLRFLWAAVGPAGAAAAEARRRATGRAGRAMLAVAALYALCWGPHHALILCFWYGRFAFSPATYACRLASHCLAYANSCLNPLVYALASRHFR
# OXTR ag = human OXTR agonism; CHO-OTR cells, Fluo-8 calcium fluorescence; normalized: DMSO 0%, oxytocin 100%; activation, % at 3 µM; 0.32% of 320,000 active;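 active = activation above the mean of all tested compounds plus 3 SD, cutoff set per screening run, cut at about 20% in these data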;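 also: peak over basal fluorescence ratio from a 100 s FLIPR kinetic read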
# The depositor's hits bear a star; . = not tested or not shown.
SMILES,NALP1 inh,MEKK3 PB1 HTS,GPR7 antag,MEKK2wt PB1 HTS,MEKK2 mut-MEK5,V1R ag counter,PHOSPHO1 inh,GalR3 antag,OXTR ag
CCOC(=O)c1cn(-c2nc(-c3ccc(Cl)c(Cl)c3)cs2)c2c(F)c(N3CCOCC3)c(F)cc2c1=O,3,.,-7,.,.,2.1,3,-3,-0.4
CS(=O)(=O)N(CC(=O)NCC1CCCO1)c1cc(Cl)ccc1Cl (configuration not stated),-6,.,1,.,.,0.1,-11,-1,-1.1
COc1ccc(/C=C/C(=O)NC(C)CCc2ccccc2)cc1 (configuration not stated),40,103,-3,101,-1,-0.9,-5,-4,-2.2
CN(Cc1ccccc1)C(=O)COc1ccccc1Cl,3,108,2,112,8,-1.6,15,-11,-2.4
O=C(c1ccco1)[C@@H]1[C@@H]2C(=O)N(c3ccc(F)cc3)C(=O)[C@@H]2[C@H]2C=Cc3ccccc3N21,22,96,-6,82,4,0.5,16,-3,-0.1
Cn1c(O)c(N=NC(=O)c2cccc(S(=O)(=O)N3CCCCC3)c2)c2ccccc21,18,91,-5,102,1,-0.6,10,1,-1.8
COc1ccc2c(c1)CCc1c(C(=O)NCCCn3ccnc3)noc1-2,23,99,-9,103,5,3.4,4,-1,0.3
COC(=O)N/N=C/c1cn(Cc2ccccc2Cl)c2ccccc12,13,101,-3,103,-2,2.3,-2,-2,-0.9
CC(=O)CC(=O)Nc1ccc(C(N)=O)cc1,-6,102,-12,88,-12,-0.5,12,2,1.1
CCOC(=O)c1oc2ccc(S(=O)(=O)n3nc(-c4ccc(OC)cc4)cc3N)cc2c1C,6,.,-11,.,.,1.7,-1,5,-1.4
CCCCNC(=S)NNC(=O)c1nn(C)cc1Cl,-6,95,17,107,4,0.1,-20,-3,0.7
CCN(CC(=O)N1CCCC1)S(=O)(=O)c1ccccc1,4,97,-21,99,0,.,19,-11,.
CC(C)[C@H](Nc1ncnc2c1oc1ccccc12)C(=O)O,1,94,-5,101,-12,0.8,12,-3,0.2
Cc1ccc(C(=O)N2CCCC(CCC(=O)N3CCN(c4ccccn4)CC3)C2)cn1 (configuration not stated),2,102,-14,104,4,0.9,33,13*,0.4
CCOc1ccc(NC(=O)CCCn2nc(C)c3c(C)n(-c4ccccc4)nc3c2=O)cc1,-18,107,-17,113,6,-0.4,48,-1,-2.9
O=C(CSc1ccc([N+](=O)[O-])cn1)Nc1ccc(N2CCOCC2)c(Cl)c1,0,94,3,86,-10,5.1,32,-7,6.6
COC(=O)C1=C(C)N=C2SCCC(=O)N2C1/C=C/c1ccccc1 (configuration not stated),7,101,16,102,3,-1.5,-18,4,-1.7
N#C/C(=C\c1ccccc1)C(=O)NCc1ccc(F)cc1,-10,104,22*,107,6,0.2,35,-8,-1.3
Cc1ccc(OCCCC(=O)NC(C)c2ccccc2)c(C)c1 (configuration not stated),25,100,-6,94,1,-1.2,48,4,-2.0
O=C(/C=C/c1cccc([N+](=O)[O-])c1)NC1CC2CCC1C2 (configuration not stated),27,119,-3,105,0,-0.9,0,-2,-2.6
CCCCN(CCCC)CCNC(=O)c1ccc2nc(-c3ccccc3NC(C)=O)c(=O)[nH]c2c1,5,99,-9,102,-2,0.0,-13,-6,1.0
O=C(c1ccc(S(=O)(=O)Nc2cccc(C(F)(F)F)c2)cc1)N1CCOCC1,14,100,-7,103,4,5.3,29,0,1.3
CCN1C(=NCCc2c[nH]c3ccccc23)N[C@@H](c2ccccc2)[C@H](C(=O)OC)[C@H]1C,20,102,-1,110,11,-0.5,-19,-8,-0.4
CCN(Cc1ccccc1)C(=O)c1ccc(NC(=O)c2ccc(OC)cc2)cc1,11,99,-13,99,2,1.6,16,-3,1.6
O=C(NCc1cccc(C(F)(F)F)c1)c1ccc2c(c1)OCCO2,8,101,13,104,8,-1.3,22,-10,-0.1
O=C1c2cccc3c([N+](=O)[O-])ccc(c23)C(=O)N1Cc1cccnc1,-1,102,24*,102,-1,.,34,30*,.
Cc1ccc(CCNC(=O)C2CCC(=O)N(Cc3cccc(F)c3)C2)cc1 (configuration not stated),17,100,-9,98,-1,1.4,26,-4,-0.7
COc1ccc(-c2noc(CCC(=O)NC3CCCC3)n2)cc1,6,93,-6,95,-1,2.9,-1,3,1.5
N#Cc1c(NC(=O)CCCl)sc2c1CCCCC2,6,97,-3,97,0,0.2,-11,-4,-2.1
C=C(C)CN(CC)CCC(=O)Nc1ccc(OC)cc1OC,6,102,-8,107,2,7.3,15,-6,-0.7
CCOC(=O)c1c(N2C(=O)Nc3ccccc3N2O)sc2c1CCCC2,13,113,-3,107,-1,1.2,-4,-4,-0.3
COc1ccccc1N(CC(=O)NCc1cccnc1)S(C)(=O)=O,6,100,-9,97,-1,4.8,9,-4,0.0
CSC1=NCCN1S(=O)(=O)c1ccc(NC(C)=O)cc1,1,103,-16,103,0,1.5,43,1,0.3
O=C(CNC(=O)c1cccs1)OCc1c(F)cccc1Cl,23,98,-6,95,2,2.7,10,-6,0.7
COc1ccc(NC(=O)C2=C(C)C(=O)OC23CCC(C)CC3)cc1Cl (configuration not stated),-5,98,0,92,0,2.1,15,-2,3.1
CCOC(=O)c1ccc(N/C=C\C(=O)c2cccc(OC)c2)cc1,33,201*,-3,114,1,-0.2,2,6,1.1
CN(C)/C=C(\C=O)c1ncc(C(F)(F)F)cc1Cl,32,92,7,90,-9,1.1,49,-5,0.5
CCOc1ccc(-n2c(Cc3cc(=O)[nH]c(=O)[nH]3)nnc2SCC)cc1,15,101,-16,98,-2,0.0,27,-3,-0.2
COCC1CCN(Cc2nc(COc3ccccc3)no2)C1 (configuration not stated),17,101,9,89,-8,-0.8,11,1,-0.4
CC(C)/C=N/NC(=O)c1cccc(N2CCCC2=O)c1,25,109,-4,109,17,0.9,1,-5,0.4
Cc1ccc(S(=O)(=O)CCc2ccccn2)cc1,-20,104,-7,100,-3,-0.3,11,0,-0.6
Cc1c(Cl)ccc2c1NC(=O)C21NC(CCC(N)=O)[C@H]2C(=O)N(c3ccc(Cl)cc3)C(=O)[C@H]21 (some centres not stated),10,98,3,93,-1,4.4,3,-3,-0.7
O=C(NC(=S)Nc1cc(Cl)ccc1N1CCOCC1)c1ccc(-c2cccc(Cl)c2)o1,37,104,-7,100,5,-0.2,33,-8,0.8
O=C1CNC(=O)/C(=C\c2ccc(F)cc2)N1,2,105,-12,106,7,0.9,18,-12,0.6
C#Cc1ccc([C@@H]2C=C(C(=O)NCc3nc4ccccc4[nH]3)O[C@H](OCC)[C@H]2CCCO)cc1,.,93,.,90,-7,-0.7,35,-3,-0.6
CC1=Nc2ccccc2/C1=C/c1nc(-c2ccc(C)s2)oc1O,17,.,14,.,.,11,11,-7,12
O=C(NC1CCCC1)C(c1ccc(F)cc1)N(Cc1ccc(F)cc1)C(=O)CCl (configuration not stated),24,98,-10,97,-1,1.6,-5,-4,0.5
CC1Cc2ccccc2N1C(=O)CSc1nnc2c(n1)[nH]c1ccc(F)cc12 (configuration not stated),0,115,-6,102,2,0.2,-14,-1,0.6
COc1ccc(N2C(=O)CC(n3c(CCCCO)nc4ccccc43)C2=O)cc1 (configuration not stated),7,102,-6,100,-1,0.5,5,2,-0.1
C=CCc1ccccc1OCC(O)CN(C(C)C)C(C)C (configuration not stated),-18,101,-5,115,3,0.9,-11,-5,2.4
COC(=O)c1sccc1S(=O)(=O)N1CCCC(N(C)CCc2ccccn2)C1 (configuration not stated),5,100,22,104,1,-0.2,-7,-4,-1.0
N#Cc1ccc(-c2csc(NC(=O)c3ccc(S(=O)(=O)N4CCc5ccccc5C4)cc3)n2)cc1,31,93,-6,93,-2,0.4,-2,-2,-1.0
Cc1ccc(-c2nnc(N3CCN(C(=O)c4cccs4)CC3)c3ccccc23)cc1,12,103,-3,98,-1,-1.1,41,-1,-2.4
CCSc1nnc(NC(=O)CSc2nccn2-c2cccc(C)c2C)s1,7,104,-10,101,1,3.6,47,1,3.0
COc1ccccc1C(=O)NC(CCSC)C(=O)NCC(c1ccco1)N(C)C (configuration not stated),9,89,-14,91,-7,-1.0,-10,2,-1.8
Nc1cc(S(=O)(=O)N2CCCCC2)ccc1N1CCOCC1,9,96,3,97,-2,1.1,57,3,2.2
O=C(Nc1ccccc1C(=O)NC(Cc1c[nH]c2ccccc12)C(=O)O)c1ccccc1 (configuration not stated),34,95,-14,93,-11,-0.2,51,2,-0.8
N#CCSc1nnc(Nc2ccccc2)s1,9,100,3,99,4,0.2,38,-7,0.7
C=CCn1c(O)c(N=NC(=S)Nc2cccc(OC)c2)c2ccccc21,24,98,-8,95,-2,0.6,14,-13,-1.7
CCn1nc(NC(=O)c2ccccn2)c2cc3cccc(C)c3nc21,15,104,-12,97,-1,-0.1,3,4,-0.3

# A draw from above in order of molar mass, lowest first:
SMILES,NALP1 inh,MEKK3 PB1 HTS,GPR7 antag,MEKK2wt PB1 HTS,MEKK2 mut-MEK5,V1R ag counter,PHOSPHO1 inh,GalR3 antag,OXTR ag
CCn1nc(NC(=O)c2ccccn2)c2cc3cccc(C)c3nc21,15,104,-12,97,-1,-0.1,3,4,-0.3
CCSc1nnc(NC(=O)CSc2nccn2-c2cccc(C)c2C)s1,7,104,-10,101,1,3.6,47,1,3.0
COC(=O)c1sccc1S(=O)(=O)N1CCCC(N(C)CCc2ccccn2)C1 (configuration not stated),5,100,22,104,1,-0.2,-7,-4,-1.0

# Other compounds follow:
SMILES,NALP1 inh,MEKK3 PB1 HTS,GPR7 antag,MEKK2wt PB1 HTS,MEKK2 mut-MEK5,V1R ag counter,PHOSPHO1 inh,GalR3 antag,OXTR ag
COc1ccc(OC)c(C2=C/C(=C/c3ccccn3)C(=O)O2)c1,1,90,-10,82,-12,5.1,2,-5,11
COc1cccc(N2CCN(C(=O)c3[nH]c(C)c(C(C)=O)c3C)CC2)c1,10,101,-17,102,6,1.2,7,10,1.2
C=CCNc1nc(SC)nc2ccsc12,28,103,-4,101,9,1.0,-14,1,0.1
O=C(NCCc1c[nH]c2ccccc12)/C(=C\c1cccnc1)NC(=O)c1ccccc1F,10,102,-1,98,5,1.0,29,-2,-0.5
O=C(CCc1ccccc1)N1CCN(c2ccc(F)cc2)CC1,0,51,-3,63,-12,-0.1,46,-7,-1.1
COC(=O)CSc1nnc(CSc2nc(C)cc(C)n2)o1,22,107,-8,96,-4,0.4,-11,0,0.4
Cc1ccccc1-n1nc(C)c(N=O)c1N,-1,112,-1,103,0,0.7,-55,-5,0.0
CC(=O)c1ccc(NC(=O)C2CCCN(C(=O)c3ccc(Cl)cc3)C2)cc1 (configuration not stated),12,107,2,103,-2,2.8,48,1,1.0
COC(=O)[C@@H]1C[C@@]2(O)[C@H](O)[C@H](O)[C@H](O)C[C@H]2N1C/C=C/c1ccccc1,.,113,.,90,8,0.6,-4,-4,0.3
Cc1ccc2cc(CN(CCN(C)C)C(=S)Nc3ccccc3)c(=O)[nH]c2c1C,12,88,-9,110,-1,0.0,43,1,0.6
CC(C)c1ccc(CN(C(=O)c2cccs2)C2CCS(=O)(=O)C2)cc1 (configuration not stated),2,99,7,96,-5,1.1,16,-11,-1.6
COC(=O)CCC(=O)COc1ccc(OC)cc1C#N,-1,95,-5,98,2,0.2,-4,-4,0.3
COc1ccccc1N(CC(=O)NCCSCc1cccc(Cl)c1)S(C)(=O)=O,25,100,-14,99,2,4.3,3,-4,-0.2
CC1CCCN(Cc2nc3c(c(=O)n(C)c(=O)n3C)n2CCCc2ccccc2)C1 (configuration not stated),13,101,5,99,0,-0.4,-3,0,-1.9

# 4 compounds already listed, ordered by the value under NALP1 inh, ascending:
structure | NALP1 inh
O=C(CCc1ccccc1)N1CCN(c2ccc(F)cc2)CC1 | 0
Cc1ccc2cc(CN(CCN(C)C)C(=S)Nc3ccccc3)c(=O)[nH]c2c1C | 12
COC(=O)CSc1nnc(CSc2nc(C)cc(C)n2)o1 | 22
COc1ccccc1N(CC(=O)NCCSCc1cccc(Cl)c1)S(C)(=O)=O | 25
